From PubChem BioAssay
DUSP3 inh: blocks human VHR1 dual specificity phosphatase; P51452; recombinant VHR phosphatase, pNPP absorbance; inhibition, % at 13.3 µM; hit rate 0.52% among 290,000; in the data active means inhibition above about 50%; further: some compounds called inactive have numbers as strong as hits
SARS 3CLpro inh: SARS-CoV 3CLpro protease inhibition; recombinant SARS-CoV 3CLpro, quenched FRET peptide cleavage; inhibition, % at 6 µM; P0C6X7; hit rate 0.14% among 290,000; in the data active means inhibition above about 12%
CCHF vOTU inh: CCHFV vOTU protease inhibition; hit rate 0.55% among 370,000; inhibition, % at 11.5 µM; Pep-AMC fluorescence; in the data active means inhibition above about 30%; further: 0% = vehicle wells with enzyme and 100% = no enzyme wells
Rv3671c inh: inhibits the M. tuberculosis serine protease Rv3671c. inhibition, % at 5.96 µM. hit rate 0.048% among 320,000. P9WHR9; in the data active means inhibition above about 38%;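 further: extracellular domain of Rv3671c used as enzyme; 0% = enzyme with DMSO and 100% = no enzyme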
PriA SSB inh: blocks PriA binding to SSB C-terminal tail; AlphaScreen SSBct-PriA binding, biotinylated peptide; inhibition, % at 33 µM; hit rate 0.6% among 430,000; in the data active means inhibition mostly above about 37%, no sharp cut-off; inactive means mostly below about 20%;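 further: plate controls were negative control peptide for no effect and reference peptide for full effect; strong numbers were not always called active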
TcdB GH inh: TcdB glycohydrolase inhibition; hit rate 0.24% among 350,000; inhibition, % at 9.99 µM; P18177; AID 652162; TcdB glycohydrolase enzymatic assay, plate reader; in the data active means inhibition above about 10%
MazEF act: MazEF (E. coli) toxin RNase activation. P0AE70. FAM/BHQ RNA-DNA oligo cleavage fluorescence, 5 h. activation, % at 20 µM. hit rate 0.32% among 350,000. AID 504720; in the data active means activation above about 50%
PrPC surface inh: inhibitors of human cell surface prion protein PrPC; hit rate 0.43% among 370,000; TR-FRET read-out; inhibition, % at 13.8 µM; AID 720596; in the data active means inhibition above about 24%; further: 0% = median of the test wells and 100% = reference compound wells
Vc quorum ag: inducers of Vibrio cholerae quorum light production without autoinducers; V. cholerae BH1578 lux reporter, luminescence, 6 h; AID 588436; hit rate 0.16% among 350,000; activation, % at 18.7 µM; in the data active means activation mostly above about 9.7%, no sharp cut-off; further: not every result past the cut was called active; inactives centre near 0; reference of the scale not given here
Yp Topo-I inh: blocks Yersinia pestis topoisomerase I activity; Y. pestis Topo-I cleavage product accumulation, plate reader; activity, % at 10 µM; hit rate 0.064% among 360,000; AID 504884; in the data active means activity above about 50%, passing the limit was not always enough; further: inactives centre near 2
Numbers without * were called inactive; i = inactive; / = not tested or not shown.

no. | compound | DUSP3 inh | SARS 3CLpro inh | CCHF vOTU inh | Rv3671c inh | PriA SSB inh | TcdB GH inh | MazEF act | PrPC surface inh | Vc quorum ag | Yp Topo-I inh
1 | Cc1cc(C)cc(NC(=O)c2nccnc2C(=O)O)c1 | 21 | 1 | -3 | -9 | -9 | 1.7 | 6 | 3 | -0.2 | 0
2 | CCOc1ccccc1-c1nnc(SCC(=O)NC2CC3CCC2C3)n1CC (stereo not given) | -12 | 1 | 16 | -3 | -8 | / | -1 | 3 | i | 12
3 | O=C(CCC(=O)c1ccc(Oc2ccccc2)cc1)Nc1cccc(Cl)c1Cl | 16 | 0 | -8 | -26 | 0 | -0.6 | -12 | 5 | -0.2 | 33
4 | COc1ccc(/C=C/C(=O)NC2CCN(Cc3ccccc3)CC2)cc1OC | -8 | -1 | 11 | -8 | 5 | -1.6 | 4 | -4 | i | -3
5 | O=C(Oc1ccc[nH]c1=O)c1ccc(F)cc1 | / | / | -8 | / | / | -0.9 | -3 | 1 | i | -5
6 | O=C(CNC(=O)c1ccccc1F)NCCOc1ccccc1Cl | 6 | -2 | -1 | 0 | -4 | 0.3 | -3 | 7 | 0.4 | 5
7 | O=C(COC(=O)CNC(=O)c1ccc(Cl)c([N+](=O)[O-])c1)NC(=O)c1ccccc1 | 24 | 9 | -1 | 8 | -21 | 0.9 | 2 | -14 | i | -10
8 | CC(=O)N1N=C(c2ccncc2)OC12CCCCC2 | 32 | -4 | -21 | 2 | 0 | / | 7 | 1 | 8.3 | -2
9 | O=C(Nc1ccc(NC(=O)c2ccc(Cl)c(S(=O)(=O)N3CCOCC3)c2)cc1)c1ccccc1 | 14 | 0 | 1 | 7 | -5 | -0.5 | -5 | -3 | -1.0 | -9
10 | Cc1cc(C)n2nc(C(F)(F)F)c(-c3ccccc3)c2n1 | 22 | 7 | -2 | -5 | -17 | 0.6 | -17 | -6 | -0.4 | 0
11 | CCN(CC)S(=O)(=O)c1ccc(NC(=O)COC(=O)c2ccc(Br)o2)cc1 | -3 | -1 | 6 | -1 | 3 | / | -3 | -4 | i | 1
12 | N#Cc1cc2c(nc1SC1CCCCC1O)CCCC2 (stereo not given) | 38 | 7 | -3 | 3 | -5 | / | -5 | 7 | -5.3 | 9
13 | c1ccc(-c2nc3nc4ccccc4nc3n2Cc2ccco2)cc1 | -11 | -4 | 8 | -9 | -10 | / | -10 | -30 | -0.6 | 12
14 | CCOC(=O)c1c(N)sc(C(O)(C(F)(F)F)C(F)(F)F)c1-c1ccc(OC)cc1OC | 23 | 2 | -2 | 2 | 2 | 3.4 | -1 | -4 | -1.5 | -14
15 | CCN(CC)S(=O)(=O)c1ccc(C(=O)NCc2n[nH]c(=S)n2Cc2ccccc2)cc1 | 16 | 5 | / | 5 | -20 | 0.8 | -12 | / | -0.7 | -9
16 | CCOc1ccc2nc(NC(=O)CSCC(=O)Nc3cc(C)on3)sc2c1 | / | / | -11 | -3 | -11 | 1.4 | -2 | 5 | -0.7 | -2
17 | CSCC[C@H](NC(=O)[C@H]1N2C(=O)c3ccccc3C2SC1(C)C)C(=O)NCc1ccncc1 (stereo not given in full) | -14 | 2 | -13 | 2 | -24 | 1.0 | 1 | 4 | i | -7
18 | COc1cccc(C(=O)NCCS(=O)(=O)NCc2ccc(Cl)cc2)c1 | / | / | 5 | 3 | -6 | -3.0 | 6 | 4 | i | -1
19 | O=[N+]([O-])c1ccc(N2CCN(S(=O)(=O)c3ccc4ccccc4c3)CC2)cc1NCC1CCCO1 (stereo not given) | -2 | 7 | -11 | 2 | 3 | -2.1 | -22 | 5 | i | 6
20 | COc1cc(CN2C[C@@H](CO)O[C@@H](n3cnc4c(NC5CC5)ncnc43)C2)cc(OC)c1OC | / | / | 4 | / | / | 1.0 | / | -3 | -4.5 | -2
21 | CCOC(=O)C1=C(C)Nc2ccccc2N=C1NC(=O)c1ccc(Cl)c(S(=O)(=O)N2CCCC2)c1 | 7 | -2 | 9 | -11 | -1 | 0.8 | -11 | 9 | -0.3 | 19
22 | CCCN(C(=O)c1ccc(N2CCCC2=O)cc1)c1c(N)n(Cc2ccccc2)c(=O)[nH]c1=O | / | / | -3 | 10 | -11 | 0.5 | -5 | -1 | i | 4
23 | Cc1cc(SCNC(=O)c2ccccc2)nc(C(C)C)n1 | 14 | 0 | -6 | 6 | -7 | -0.3 | 8 | -2 | 0.3 | 1
24 | CCCN(CCC)C(=O)Nc1ccc(F)cc1F | 8 | 5 | 1 | 6 | -5 | 0.2 | -1 | -6 | -3.3 | 2
25 | O=S(=O)(c1ccccc1)c1nc(-c2ccccc2F)oc1NCc1cccnc1 | 22 | 3 | -2 | 5 | -22 | 1.7 | 1 | 10 | i | 9
26 | COc1ccc(-c2cc(-c3nnc(COC(=O)C4CC4C)o3)c3ccccc3n2)cc1OC (stereo not given) | 21 | 3 | 8 | -21 | -30 | 0.9 | -10 | -20 | -0.6 | 34
27 | Cc1cc(/C=N/NC(=O)COc2cccc3cccnc23)c(C)n1-c1ccc(O)cc1 | -1 | 3 | 10 | -8 | / | / | 0 | -5 | -0.1 | -5
28 | Cc1ccc(S(=O)(=O)N2CCN(c3nc(CN4CCCC4)nc4sc(C)c(C)c34)CC2)cc1 | / | / | 9 | -12 | 14 | 2.1 | 4 | -1 | -0.7 | 18
29 | Cc1csc(SCC(=O)Nc2ccc(C)c(F)c2)n1 | / | / | -1 | -3 | -11 | 0.0 | -1 | 1 | i | -4
30 | O=C(Cn1cnc2ccccc21)OCC(=O)N1CCc2ccccc2C1 | -2 | -2 | 1 | 7 | -8 | / | -3 | -2 | -0.3 | 3
31 | CCOc1ccc(C(=O)Cc2ccccc2)cc1 | / | / | 3 | / | -12 | 0.4 | 18 | -3 | 0.0 | 13
32 | COCCNCCCOc1ccc(C)cc1Br | 16 | 0 | 13 | 1 | -2 | 1.3 | -5 | -8 | -0.1 | 0
33 | CCOC(=O)c1cc(CC)sc1/N=C/C1=C(O)CCCC1=O | -6 | 6 | 2 | 4 | / | 0.7 | 2 | -4 | i | -5
34 | O=C(c1cccc(C(F)(F)F)c1)C1CCCN(C(=O)CCCN2CCCC2=O)C1 (stereo not given) | 12 | 0 | 5 | 12 | 1 | 1.4 | 4 | 2 | -0.3 | -10
35 | CCOc1ccc(N(CC(=O)NCCSCc2ccc(Cl)cc2)S(C)(=O)=O)cc1 | 1 | 5 | 16 | -5 | -3 | 0.0 | -2 | 6 | -0.2 | 2
36 | CC1C(=O)N(Cc2cn(CC3CCCCC3)nn2)CCS(=O)(=O)N1Cc1ccc(-c2ccc(F)nc2)cc1 (stereo not given) | / | / | -6 | / | / | 0.7 | -3 | -8 | -0.4 | 0
37 | O=C(CSc1ccccn1)N1CCN(c2ccccc2)CC1 | -4 | -5 | / | 3 | 1 | 0.8 | 3 | / | -0.9 | 7
38 | O=C(CC1CCCCC1)N1CCN(c2ccccn2)CC1 | 7 | -3 | 2 | 3 | 10 | 0.0 | 6 | 3 | -5.9 | 8
39 | O=C1CCC(=O)N1c1ccc(CSc2nc3ccccc3[nH]2)cc1 | 12 | 1 | 12 | 4 | -15 | / | 2 | 5 | -0.4 | 4
40 | COc1cc(/C=C2/SC(=O)N(CC(=O)N3CCCC3)C2=O)ccc1Oc1ccc([N+](=O)[O-])cn1 | 19 | -2 | -5 | -14 | 14 | 0.4 | 3 | -3 | i | 5
41 | Cc1ccc(S(=O)(=O)N2CCCCC2)cc1C(=O)N(C)CC(=O)Nc1cccc(F)c1 | / | / | 3 | -1 | -9 | 0.3 | -1 | 2 | -0.7 | 0
42 | FC(F)C(F)(F)C1=CC(c2cccs2)=NCCN1 | 7 | 0 | 13 | -12 | -2 | / | 2 | 1 | -0.4 | -4
43 | CC(=O)N1CCc2cc(S(=O)(=O)NC(C(=O)NC3CCCc4ccccc43)C(C)C)ccc21 (stereo not given) | 11 | 7 | 2 | -1 | 0 | / | 1 | -5 | 0.9 | 0
44 | Cc1cccc(C)c1OCCNC(=O)CCC(=O)c1ccccc1 | -8 | 2 | 1 | 3 | 5 | 5.6 | 0 | 4 | i | 2
45 | CCOC(=O)C1=CN(Cc2ccco2)S(=O)(=O)N(C)C1c1cccc(OC)c1 (stereo not given) | / | / | 3 | / | -1 | 2.9 | 3 | 5 | -0.5 | 11
46 | Cc1cnc(NC(=O)CSc2nc3ccccc3s2)s1 | 8 | 8 | -7 | -5 | -8 | / | 7 | 1 | i | 7
47 | CCN(CC)CCCNC(=O)C1CCC(CNS(=O)(=O)c2ccc(Cl)cc2)CC1 (stereo not given) | -20 | -3 | -7 | 0 | 1 | -0.9 | 12 | -2 | -0.6 | 3
48 | CN(C)CCCNC(=O)c1ccc(CN(c2ccccc2)S(C)(=O)=O)cc1 | 10 | -1 | 3 | 8 | -3 | / | 1 | -8 | 5.3 | -1
49 | COc1cccc(NC(=O)CN(C)C(=O)c2ccccc2CCc2ccccc2)c1 | -19 | 7 | 2 | 1 | -7 | 1.3 | -2 | 4 | i | 14
50 | CN(C)CCOc1nc(-c2ccccc2)nc2c1oc1ccccc12 | -17 | -7 | -2 | 0 | -8 | / | 3 | 7 | / | -7

The results go on.
no. | compound | DUSP3 inh | SARS 3CLpro inh | CCHF vOTU inh | Rv3671c inh | PriA SSB inh | TcdB GH inh | MazEF act | PrPC surface inh | Vc quorum ag | Yp Topo-I inh
51 | Cc1cccc(C)c1NC(=O)CN(C)C(=O)CCC(=O)c1ccccc1 | / | / | -1 | 1 | -8 | 0.7 | 0 | -3 | i | -4
52 | O=c1[nH]c(N/N=C/c2ccc(O)cc2)nc2ccccc12 | 1 | -6 | -34 | 5 | / | 8.8 | 51* | -1 | -0.3 | -11
53 | C=CCNC(=O)c1ccc2c(c1)N(CC)C(=O)c1ccccc1S2 | 1 | -2 | -24 | -11 | 5 | 1.3 | 4 | 2 | -0.8 | 1
54 | CC(C)CCN1CCN(Cc2ccon2)CC1CCO (stereo not given) | 0 | 1 | 8 | 5 | -5 | -0.4 | 9 | 1 | -0.4 | 14

Of the compounds above, these have an aryl thioether with sulfur outside any ring.
no. | compound | DUSP3 inh | SARS 3CLpro inh | CCHF vOTU inh | Rv3671c inh | PriA SSB inh | TcdB GH inh | MazEF act | PrPC surface inh | Vc quorum ag | Yp Topo-I inh
2 | CCOc1ccccc1-c1nnc(SCC(=O)NC2CC3CCC2C3)n1CC (stereo not given) | -12 | 1 | 16 | -3 | -8 | / | -1 | 3 | i | 12
12 | N#Cc1cc2c(nc1SC1CCCCC1O)CCCC2 (stereo not given) | 38 | 7 | -3 | 3 | -5 | / | -5 | 7 | -5.3 | 9
23 | Cc1cc(SCNC(=O)c2ccccc2)nc(C(C)C)n1 | 14 | 0 | -6 | 6 | -7 | -0.3 | 8 | -2 | 0.3 | 1
29 | Cc1csc(SCC(=O)Nc2ccc(C)c(F)c2)n1 | / | / | -1 | -3 | -11 | 0.0 | -1 | 1 | i | -4
37 | O=C(CSc1ccccn1)N1CCN(c2ccccc2)CC1 | -4 | -5 | / | 3 | 1 | 0.8 | 3 | / | -0.9 | 7
39 | O=C1CCC(=O)N1c1ccc(CSc2nc3ccccc3[nH]2)cc1 | 12 | 1 | 12 | 4 | -15 | / | 2 | 5 | -0.4 | 4
46 | Cc1cnc(NC(=O)CSc2nc3ccccc3s2)s1 | 8 | 8 | -7 | -5 | -8 | / | 7 | 1 | i | 7

Some of the compounds tested; count on the stated rates, not on these rows.
